# mHTT-CaM PPI inh: mHTT-calmodulin interaction abrogation; AID 1671202; AlphaScreen His-mHTT/GST-CaM binding, luminescence; 3.6% of 190,000 active; P42858; inhibition, % at 15 µM;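 also: 0% = both proteins with DMSO and 100% = one protein alone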
# Pf apPOL inh: Pf-apPOL DNA polymerase inhibition; Recombinant Pf-apPOL, molecular beacon fluorescence, 1.5 h; inhibition, % at 10 µM; 0.25% of 210,000 active
# Starred values were filed as active, the others as inactive; i = inactive; . = not tested or not shown; & = joins results of further samples. Rule as the data show it: active = inhibition above about 50%; inactive = the rest. This is a subset; rates above refer to the full screens.
SMILES,mHTT-CaM PPI inh,Pf apPOL inh
CCC1(C)CC(CC#N)(c2ccc(F)cc2)CCO1 (centres undefined),-6,-2
COc1ccc(CN2CCOCC2)cc1OC,-4,-4
CCc1ccc(S(=O)(=O)N2CCN(c3ccc4nncn4n3)CC2)s1,-9,-5
COc1ccc(C=C2Oc3cc(OCC(=O)OC(C)C)ccc3C2=O)cc1,-13,-4
CC1=C(C)/C(=N/OC(=O)Nc2ccc(Cl)cc2)C=CC1=O,i,0
Cc1cc(OCC(=O)NCCN2CCOCC2)cc(C)c1Br,29,0
Cc1ccc(SCCNC(=O)Nc2ccc(Cl)cc2)cc1,-2,-4
CCn1nc(C)cc1C(=O)n1nc(C)c(Sc2ccc(C(F)(F)F)cn2)c1C,.,2
Cc1ccc(CNC(=O)c2cccc([N+](=O)[O-])c2)cc1,-3,-2
CCCn1cnc2scc(-c3cccc([N+](=O)[O-])c3)c2c1=O,9,-11
COc1ccccc1N(C(C)=O)C1SC(=O)N(c2ccccc2)C1=O (centres undefined),-2,0
COCCNC(=O)Cn1nc(-c2ccc(Cl)cc2)c2ccccc2c1=O,1,76*
Cc1cc(OCC(C)C)ccc1C(O)=C1C(=O)C(=O)N(CCN(C)C)C1c1cccnc1 (centres undefined),0,2
CN1C(=O)CNC(=O)c2c1nc(N1CCOCC1)n2C,-1,-2
CC(C)(C)OC(=O)COc1ccc2cc(-c3ccccc3)c(=O)oc2c1,-21,-1
O=C(NCC(O)c1cccs1)C(=O)Nc1ccc(C(F)(F)F)cc1 (centres undefined),-14,-5
CC(C)(C)c1cc(C(F)(F)F)nc(N)n1,-2,4
CCCC(=O)Nc1ccc(NC(=O)C(C)(c2ccccc2)c2ccccc2)cc1,1,-4
CCN(CC)C(=O)C1CCCN(Cc2ccc(OC)cc2)C1 (centres undefined),-2,-3
COc1ccc(OC)c(S(=O)(=O)Nc2cc(Cl)ccc2OC)c1,-2,-4
CCc1ccc(C2(O)CC(C(F)(F)F)=NN2C(=O)c2cccc(Br)c2)cc1 (centres undefined),4,-5
CCC(C)NC(=O)CN1C(=O)NC2(CCC(C)CC2)C1=O (centres undefined),1,-2
Cc1nnc(-c2nnc(NCc3ccccc3F)c3ccccc23)o1,44,0
O=C(Nc1ccc2nn(-c3cccc(Cl)c3)nc2c1)c1ccc([N+](=O)[O-])cc1,2,-4
Cc1cc(NC(=O)c2ccc(C)c([N+](=O)[O-])c2)no1,-1,-5

# Next section (4 carried over from the part before).
SMILES,mHTT-CaM PPI inh,Pf apPOL inh
CCC(C)NC(=O)CN1C(=O)NC2(CCC(C)CC2)C1=O (centres undefined),1,-2
Cc1nnc(-c2nnc(NCc3ccccc3F)c3ccccc23)o1,44,0
O=C(Nc1ccc2nn(-c3cccc(Cl)c3)nc2c1)c1ccc([N+](=O)[O-])cc1,2,-4
Cc1cc(NC(=O)c2ccc(C)c([N+](=O)[O-])c2)no1,-1,-5
COc1ccc(C2=N/C(=C\c3ccccc3)C(=O)O2)cc1Br,-8,3
Cc1cc(C2CCCN2C(=O)c2cc(C3CC3)on2)on1 (centres undefined),-6,4
CCOc1ccccc1NC(=O)N1CCC2(CC1)NC(=O)c1ccc(F)cc1N2C,1,-3
CCOc1ccccc1/C=C1N=C(/C=C/c2ccccc2)OC/1=O,-6,-3
O=[N+]([O-])c1cccc(-c2nnc(-c3ccc(Br)cc3)o2)c1,-4,5
COc1ccc(NC(=O)C2(C)Oc3cccnc3N(C)C2=O)cc1F (centres undefined),-4,-4
Cc1cccc(-n2nnc(C(=O)NC(C)C)c2N)c1,-4,-4
COc1ccc(C2Oc3nc(SC)nnc3-c3ccccc3N2C(C)=O)cc1OC (centres undefined),0,3
CCOc1ccc(-n2nnc(-c3nc(-c4ccncc4)no3)c2N)cc1,2,0
CCC(=O)N1CCc2cc(N3CC(C(=O)N4CCCN(C)CC4)CC3=O)ccc21 (centres undefined),-1,-3
O=C(C=CC1=Cc2ccccc2OC1)NC1CCCC1,-20,-11
COc1cccc(N2CCN(C(=O)c3cn4cccc(C)c4n3)CC2)c1,-3,-1
O=c1/c(=C/c2ccc(-c3ccccc3[N+](=O)[O-])o2)sc2nc3cc(Br)cnc3n12,20,0
CC(C)=C(NC(=O)c1ccccc1)C(=O)Nc1cccc(C)c1,0,0
O=C(CN(Cc1ccccc1)S(=O)(=O)c1ccccc1)NC1CC1,-6,2
NC(=O)Cc1ccc(NS(=O)(=O)c2cccs2)cc1,-16,-3
COc1ccccc1CNC(=O)C1CCCN(c2nnc3ccccn23)C1 (centres undefined),2,-2
Cc1ccc(COCc2nn(C)c3c2CN(C(=O)Nc2cccc(C)c2)CC3)cc1,30,-2
COc1ccc(SC(=NN(C)C)c2cc(C(F)(F)F)cc(C(F)(F)F)c2)cc1OC,.,6
Cn1cccc1/C=N/NC(=O)c1ccco1,i,.
O=C(NC1CCCC1)C1c2ccccc2C(=O)N1c1cccc(C(F)(F)F)c1 (centres undefined),29,-12
O=c1/c(=C/c2cccc([N+](=O)[O-])c2)sc2nc3ccccc3n12,6,5
CCOc1cc(/C=C2\C(=O)NC(=O)N(c3ccc(Br)cc3)C2=O)ccc1O,5,0
CC(C)NC(=O)N1CCN(c2cc(-c3cccc(F)c3)ncn2)CC1,-7,1
O=c1c(NCc2ccccc2Cl)nc2ccncc2n1Cc1ccccc1,-3,-4

# At a glance, some entries already given:
SMILES,mHTT-CaM PPI inh,Pf apPOL inh
CCC1(C)CC(CC#N)(c2ccc(F)cc2)CCO1 (centres undefined),-6,-2
COc1ccc(CN2CCOCC2)cc1OC,-4,-4
CCc1ccc(S(=O)(=O)N2CCN(c3ccc4nncn4n3)CC2)s1,-9,-5
COc1ccc(C=C2Oc3cc(OCC(=O)OC(C)C)ccc3C2=O)cc1,-13,-4
CC1=C(C)/C(=N/OC(=O)Nc2ccc(Cl)cc2)C=CC1=O,i,0
Cc1cc(OCC(=O)NCCN2CCOCC2)cc(C)c1Br,29,0
Cc1ccc(SCCNC(=O)Nc2ccc(Cl)cc2)cc1,-2,-4

# Remaining list, next part.
SMILES,mHTT-CaM PPI inh,Pf apPOL inh
CC(CCN1CCCC(CO)C1)c1ccccc1 (centres undefined),-1,-6
CN(C)C(=O)NC(Nc1ccc(Cl)cc1)C(Cl)(Cl)Cl (centres undefined),3,-1
C=CCN1C(=O)C2(Oc3ccccc3C3CC(c4ccccc4)=NN32)c2ccccc21 (centres undefined),7,0
CCC(CC)C(=O)NCc1ccc(OC)cc1,-2,6
COc1ccc(C(=O)Nc2c3c(nn2C(C)(C)C)CSC3)cc1OC,8,-1
Cc1cc(C)cc(N(CC(=O)N2CCN(c3ccc(F)cc3)CC2)S(C)(=O)=O)c1,31,-20
Cc1c(N=Cc2cc(Br)cc(Br)c2O)cccc1C(=O)O,18,0
Cc1c(Cl)cccc1S(=O)(=O)NCC1CCN(C(=O)COc2ccccc2)CC1,0,-5
COc1cccc2cc(-c3nc(-c4ccc([N+](=O)[O-])cc4)cs3)c(=O)oc12,-3,2
N#C/C(=C\c1ccc2c(c1)OCO2)c1nn(-c2ccccc2)c(N)c1C#N,11,-2
O=[N+]([O-])c1ccc(-c2csc(N3CCN(c4ccccc4)CC3)n2)cc1,2,-15
Cc1cccc(C)c1NC(=O)c1csc2c1CCCC2,-9,-2
CN1C(=O)C(C2(C(=O)O)CCCCC2)C(=O)N(C)C1=O,-2,0
CCC(=O)Nc1nnc(C2CC(=O)N(c3ccc(SC)cc3)C2)o1 (centres undefined),6,-1
Cc1ccc(C)c(Cc2c(C)nc3c(C(=O)NCc4ccccc4)cnn3c2C)c1,0,-12
O=C(CN(c1ccccc1F)S(=O)(=O)c1ccccc1)N1CCOCC1,-1,-2
Cc1cc2c(c(=O)o1)C(c1ccc(F)c(Br)c1)C(C#N)=C(N)O2 (centres undefined),0,-2
COc1ccc(Cl)cc1N1C(=O)CSC1c1cc2c(cc1[N+](=O)[O-])OCO2 (centres undefined),21,-2
COc1cc(NC(=O)COc2ccc(C)cc2Br)c(OC)cc1Cl,-3,0
CC(C)(C)OC(=O)N1CCCN(S(=O)(=O)c2ccc3c(c2)CCO3)CC1,.,-11
COc1ccc(CNC(=O)C2CC(c3cc(OC)ccc3OC)=NO2)cc1 (centres undefined),0,-1
O=S(=O)(c1ccc(F)cc1)n1cccc1,-3,-2
CCCCC(=O)Nc1oc2c(C)cccc2c(=O)c1-c1ccc2c(c1)OCO2,-5,-9
CC(=O)N1CCN(c2c(Cl)cccc2[N+](=O)[O-])CC1,1,-5
COc1cccc2c1OC1(C=C2)N(C)c2ccc([N+](=O)[O-])cc2C1(C)C (centres undefined),8,5

# Additional results.
SMILES,mHTT-CaM PPI inh,Pf apPOL inh
COc1ccc(NC(=O)COc2ccc(F)cc2)cc1N1CCCC1=O,-4,-12
CCC(C)NC(=O)CC1CCN(C(=O)c2cc(OC)c(OC)c(OC)c2)CC1 (centres undefined),-1,-3
Cc1ccc(C(C)(C)C)c(OCC(=O)Nc2ccccc2F)c1,-70,1
O=C1C(c2ccc(Cl)cc2)N(C2CC2)C(=O)CN1C1CCCCCC1 (centres undefined),-2,-9
CCOc1ccccc1NC(=O)N1CCC2(CC1)Nc1ccccc1-n1cccc12,21,-7
CC(Oc1ccc2c(c1)OC(=Cc1ccccc1F)C2=O)C(=O)O (centres undefined),2,-4
O=C(c1cnccn1)N(c1ccccc1)C1(C(=O)NC2CCCCC2)CCCCC1,8,0
Cc1cccc(NC(=O)N2CCCC2c2cccc(C)c2)c1 (centres undefined),-4,-1
CCOc1ccc(-c2nc(C(=O)N(C)C(C)C)cs2)cc1,3,-22
CC1CCCN(c2cc(C(=O)NC3CCCC3)c3ccccc3n2)C1 (centres undefined),-16,-4
Cc1ccc(CC(=O)Nc2cnc(-c3ccc(C)cc3)nc2)cc1,12,2
CCOC(=O)CNC(=O)N1CCn2cccc2C1C(C)C (centres undefined),3,-2
COc1nccnc1N1CCC(N(C)C(=O)c2cccnc2)C1 (centres undefined),0,0
COc1ccc(/C=C2/C=C(c3ccc(C)cc3)OC2=O)cc1OC,40,-2
COc1c2occc2cc2ccc(=O)oc12,-6,2
CC(C)NC(=O)c1ccc(OCC2CCCN(C(=O)c3ccc(Cl)cc3)C2)cc1 (centres undefined),-6,-4
CCC(=O)Nc1cccc(-c2noc(C3CCN(C(=O)c4cccc(N(C)C)c4)CC3)n2)c1,28,-2
O=[N+]([O-])c1ccc(Oc2ccc(Oc3ccc([N+](=O)[O-])cn3)c(-c3ccccc3)c2)nc1,.,-8&-8
Cc1cc(I)ccc1NC(=O)c1cccc(Cl)c1Cl,-2,-1
Cc1cc(=O)n(CC(=O)Nc2ccc(Cl)cc2)c(N2CCCC2)n1,58*,-1
Cc1ccc(/C=c2\sc3n(c2=O)CN(c2cccc(Br)c2)CN=3)o1,4,-3
Cn1c(CN2C(=O)CSc3ccc(C(F)(F)F)cc32)nnc1SCc1ccccc1,.,2&0
O=C(c1ccc(-c2ccsc2)nc1)N1CCN(c2ccccc2)CC1,1,0
COc1ccc(CC(=O)N2CCCC2c2c(C)noc2C)cc1OC (centres undefined),-4,4
Cc1oc(S(=O)(=O)N2CCCCC2)cc1NC(=O)Nc1ccc(F)cc1,.,3&-7

# New compounds follow.
SMILES,mHTT-CaM PPI inh,Pf apPOL inh
CCn1nccc1C(=O)NC1CCN(c2nccnc2OC)C1 (centres undefined),10,-2
Cc1cc(CN2CC(C)OC(C)C2)cc(C)c1O (centres undefined),.,-11
O=C(CCCn1c(=O)[nH]c2ccsc2c1=O)NCc1ccc(Cl)cc1,3,7
Cc1cc(Br)cc(C)c1NC(=O)c1ccc(F)cc1,-8,0
Cc1cccc(Cn2ccnc2C(=O)N2CCN(C)CC2)c1,2,0
O=C(CCCOc1ccc(Cl)cc1)NC1CCCCC1,-4,8
CCc1ccc2oc(-c3cccc(NC(=O)c4ccco4)c3)nc2c1,-1,2
O=C(Nc1ccc(Cl)cc1Cl)c1cc(S(=O)(=O)N2CCOCC2)ccc1F,-8,-2
Cc1cc(N2C(=O)C3C4C=CC(C4)C3C2=O)no1 (centres undefined),-5,-1&-10
O=c1cc(-c2ccccc2)[nH][nH]1,100*,-6
CCCc1c(C(=O)N2CCN(C(C)=O)CC2)cnn1-c1cccc(Cl)c1,-8,-2
Cc1cccc(Cn2cc(CN3CC(N4CCN(CCOC(=O)c5cc6ccccc6o5)CC4)CS3(=O)=O)nn2)c1 (centres undefined),18,-2
O=C1Cc2cc([N+](=O)[O-])ccc2N1c1c(Cl)cccc1Cl,25,-1
COc1cc(C(=O)Nc2cccc(S(N)(=O)=O)c2)cc(OC)c1OC,5,1
O=Cc1ccc(N2CCCC2)c([N+](=O)[O-])c1,3,.
Cc1cc(=O)n(CC(=O)Nc2ccc(F)cc2C)c(N2CCCC2)n1,-2,-1
COc1ccc(C(=O)N2CCCC2COc2ccc(C(=O)N3CCOCC3)cc2)cc1 (centres undefined),5,3
Cc1nc(CSc2nnc(Cc3c(C)[nH]c(=O)[nH]c3=O)o2)cs1,-16,-9
Cc1nn(CC(=O)NN=Cc2c(F)cccc2Cl)c(C)c1Br,.,-6
Cc1cc(NC(=O)NCC(O)c2ccccc2)c(C(F)(F)F)o1 (centres undefined),.,2
CCOc1ccccc1C=C1Oc2c(ccc(O)c2CN2CCN(CCO)CC2)C1=O,-6,-13
O=C(Nc1nc(-c2cc3ccccc3oc2=O)cs1)c1ccccc1F,5,-4
CCCNC(=O)C1CC(=O)N(c2ccc(OCc3ccc(Cl)cc3)cc2)C1 (centres undefined),-12,-4
CC(C)C(=O)Nc1ccc(NC(=O)COc2ccc(C(C)C)cc2)cc1,2,-1
O=c1[nH]c(-c2cccc(O)c2)nc2sc3c(c12)CCCC3,6,19

# High-throughput results from PubChem.
